# Assay outcomes (PubChem BioAssay)
# TRHR enhancer: allosterically enhances the human TRH receptor | P34981 | TRHR cells, fluo-8 calcium fluorescence, EC20 TRH enhancement | enhancement, % at 2 µM | hit rate 0.66% among 360,000; in the data active means enhancement above about 30%; further: 0% is about no effect
#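 Enhancer read-out: after compound pinning and an initial kinetic agonist-mode read, an EC20 of TRH (10 nM final) was injected and fluo-8 calcium signal (Ex 480/Em 530) followed at 1 s/cycle for 100 cycles in TRHR-expressing cells.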
# TRHR ag: activates the human TRH receptor | TRHR cells, calcium flux fluo-8, FDSS agonist mode | activation, % at 2 µM | hit rate 0.18% among 360,000 | AID 493084; in the data active means activation above about 30%; further: 0% is about no effect
#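 Agonist-mode FDSS calcium read (Ex 480/Em 530, 1 s cycles) in 1536-well TRHR cells with fluo-8 dye, after 10-cycle baseline and 23 nL compound addition; TRH at EC20 (10 nM final) added afterwards for the enhancer phase.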
# D2 PAM: positively modulates the human D2 dopamine receptor allosterically. P14416. HEK293 T-REx D2, calcium flux, EC20 dopamine potentiation. potentiation, % at 10 µM. hit rate 0.34% among 340,000;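 active means potentiation over 3 SD above the plate norm, cut at about 30% in these data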; further: 0% is about no effect
#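 Primary screen. Calcium kinetics in induced HEK293 T-REx D2 cells: compound pre-addition 180 s, EC20 dopamine, 180 s more.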
# RXFP1 antag: antagonists of human relaxin receptor RXFP1; HEK293-RXFP1, relaxin-stimulated cAMP HTRF, 30 min; hits give low values; activity change, negative = inhibition, % at 57.5 µM; hit rate 0.59% among 350,000; AID 1259400;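 active means activity change of -60% or lower, but not beyond a set lower limit; inconclusive means change between -60% and -40%, or beyond the set limit; inactive means change above -40%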; further: on the % scale 0 is the no-effect control and ±100 the full control effect
# Target sequence (Q9HBX9 whole entry, looked up): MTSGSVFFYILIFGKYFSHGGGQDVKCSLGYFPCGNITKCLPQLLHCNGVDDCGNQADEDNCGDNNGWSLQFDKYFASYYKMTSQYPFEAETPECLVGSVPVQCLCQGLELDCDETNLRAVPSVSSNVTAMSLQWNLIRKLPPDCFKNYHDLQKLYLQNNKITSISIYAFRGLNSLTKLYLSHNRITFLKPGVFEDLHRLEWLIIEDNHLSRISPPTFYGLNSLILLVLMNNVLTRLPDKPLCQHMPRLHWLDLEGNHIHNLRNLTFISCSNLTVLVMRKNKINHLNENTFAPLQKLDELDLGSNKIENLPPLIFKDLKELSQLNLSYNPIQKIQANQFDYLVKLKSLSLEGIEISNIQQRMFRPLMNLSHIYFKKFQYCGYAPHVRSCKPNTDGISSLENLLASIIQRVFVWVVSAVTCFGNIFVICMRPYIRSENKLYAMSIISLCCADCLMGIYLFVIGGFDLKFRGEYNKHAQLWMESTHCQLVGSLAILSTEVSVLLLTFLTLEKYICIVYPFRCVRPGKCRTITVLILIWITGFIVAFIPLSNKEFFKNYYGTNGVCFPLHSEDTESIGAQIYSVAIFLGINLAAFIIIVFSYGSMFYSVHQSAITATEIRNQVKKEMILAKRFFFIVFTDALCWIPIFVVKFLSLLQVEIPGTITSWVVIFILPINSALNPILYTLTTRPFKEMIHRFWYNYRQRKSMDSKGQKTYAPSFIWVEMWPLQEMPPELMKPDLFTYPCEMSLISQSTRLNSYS
# D1 PAM: human D1 dopamine receptor positive modulation | potentiation, % at 10 µM | HEK293 TREx D1 cells, calcium flux, dopamine EC20 potentiation | hit rate 0.036% among 360,000 | P21728 | AID 504651; in the data active means potentiation above about 30%; further: 0% is about no effect
# Anesthetic bind: candidate novel general anesthetic via apoferritin binding. P02791. AID 485281. Potency, µM (doses to about 77.5 µM), without a hit: at the top dose activity change, negative = displacement, hits mostly inhibitors. hit rate 0.074% among 350,000. apoferritin/1-aminoanthracene competitive binding, fluorescence; further: potency means the concentration at half of the fitted maximal effect; on the % scale 0 is the no-effect control and ±100 the full control effect; nearly all actives have a fitted effect of over 20% in size
# Target sequence (P02791 2-175 limits assumed): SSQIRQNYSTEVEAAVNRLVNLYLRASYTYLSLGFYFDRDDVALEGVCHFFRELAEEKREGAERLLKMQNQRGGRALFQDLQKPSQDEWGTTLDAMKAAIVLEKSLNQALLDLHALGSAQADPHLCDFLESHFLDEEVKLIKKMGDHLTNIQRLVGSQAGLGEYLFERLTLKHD
#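 Steps: apoferritin (10 uM) was premixed with half-saturated 1-AMA in PBS, compounds were pin-transferred, plates stood 10 min at room temperature, fluorescence was read at 380/535 nm, and curves were fitted with a Hill equation.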
# D1 agonist: activates the human D1 dopamine receptor; P21728; HEK293 T-REx D1 cells, calcium flux, agonist mode; activation, % at 2 µM; hit rate 1% among 360,000; AID 504660; in the data active means activation above about 30%; further: 0% is about no effect
#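 Agonism was scored from calcium flux recorded over 180 s (1 read/s) after pintool compound addition, following a 10-cycle baseline. Cells were inducible force-coupled HEK293 TREx D1, plated overnight at 30 C and loaded with no-wash calcium dye.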
# D1 antagonist: antagonists of human D1 dopamine receptor; P21728; HEK293 TREx D1 cells, calcium flux, dopamine EC80; hits give low values; activity change, negative = inhibition, % at 10 µM; hit rate 3.2% among 360,000; in the data active means activity change below about -30%; further: on the % scale 0 is the no-effect control and ±100 the full control effect
#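 Using tetracycline-induced force-coupled D1 Hek293 cells and a calcium dye, signals were followed for 180 s after compound, then for 180 s after EC80 dopamine, to detect inhibitors.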
# RXFP1 agonist: RXFP1 (human) receptor agonism | Q9HBX9 | HEK293T-RXFP1 cAMP TR-FRET, 30 min; response scale: percent of porcine relaxin response, buffer zero | Potency, µM (top dose mostly 57.5 µM), for inactives: at the top dose activation, usual class: activators | hit rate 0.3% among 370,000; further: potency means the concentration at half of the fitted maximal effect; on the % scale 0 is the no-effect control and ±100 the full control effect; nearly all actives have a fitted effect of over 60% in size; many of its hits are not listed in these tables
#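 HEK293 cells stably expressing RXFP1, treated 30 min at 37C with compounds plus PDE4 inhibitor Ro 20174; cAMP measured by HTRF TR-FRET. Normalized to buffer and 29 nM porcine relaxin; EC50 by Hill fit.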
# * marks the source's active call; other numbers are inactive results; ? = inconclusive; . = no result given; [ ] = dose if it differs, or a comment. Unless noted, the call rests on the fitted dose curve; in most records, active means well fitted curve in the direction sought with a large enough effect; inconclusive means small, poorly fitted or top-dose-only effect, or another doubt; inactive means no such curve, though single readings can be large; an effect the other way counts as inactive or inconclusive. The list is partial; count on the stated rates, not on these rows.
SMILES,TRHR enhancer,TRHR ag,D2 PAM,RXFP1 antag,D1 PAM,Anesthetic bind,D1 agonist,D1 antagonist,RXFP1 agonist
Clc1ccccc1-c1cc(COc2ccc3ccccc3c2)no1,3,-0.3,17,4,-7,0%,25,-13,-0.7%
O=S(=O)(c1ccc(-c2cc(C(F)(F)F)on2)s1)N1CCN(c2cccc(Cl)c2)CC1,8,-0.5,6,-2,-4,45%[activator],3,-5,-2.2%
C=CCOC(=O)C1=C(C)Nc2nnnn2C1c1cccs1 (configuration not stated),-6,-0.3,-6,-7,-4,-14%,1,-8,1.6%
COc1cc(C(=O)Nc2nnc(CC(C)(C)C)s2)c([N+](=O)[O-])cc1OC,3,0.4,-8,7,-3,-3%,6,5,2.9%
Cc1cc(C)cc(N(CC(=O)NC2CCCCC2)C(=O)CNC(=O)c2ccco2)c1,-4,0.0,.,14,-5,-11%,-1,6,-0.3%
C#CCOCCOCCOCCNc1nc(N2CCN(C(=O)[C@H](C)n3cc(CCCN=C(N)N)nn3)CC2)nc(N2CCN(C(=O)[C@H](C)n3cc(CCCN=C(N)N)nn3)CC2)n1,0,0.0,8,.,-3,-1%,-2,10,2.0%
O=C(NC1CC1)C1CC(=O)N(c2ccc(F)cc2)C1 (configuration not stated),4,-2.0,4,-9,0,1%,4,-10,1.4%
CCn1cc(CN2CCN(Cc3ccccc3)C(CCO)C2)c2ccccc21 (configuration not stated),9,1.1,-26,-10,-4,1%,9,11,0.0%
CN(C)/C=C1\SC(=S)N(c2ccc(Br)cc2)C1=O,3,19,-10,.,-2,-16%,41*,-15,-0.2%
O=C(NCCc1ccc(Cl)cc1)c1n[nH]c2ccccc12,-1,1.0,4,-6,0,-17%,-5,-4,0.7%
COc1ccc(N2CCN(C(=O)CCS(=O)(=O)c3ccc4c(c3)CCN4C(=O)C3CC3)CC2)cc1,-19,-0.5,7,-8,-1,-12%,4,-3,-3.6%
NS(=O)(=O)c1ccc(NC(=O)NC2CCCCC2)cc1,1,0.7,14,-9,-5,-9%,2,-3,-0.1%
Cc1ccc(S(=O)(=O)Nc2cccc(CP(=O)(c3ccccc3)c3ccccc3)c2)cc1,1,0.1,-2,-17,-7,2%,13,-1,0.2%
CCN(CC)S(=O)(=O)c1ccc(N2CCN(C)CC2)c(NC(=O)Nc2ccccc2F)c1,-1,2.1,-5,-3,-10,-12%,11,8,15%
Cc1cc(C(C)(C)C)ccc1OCCN(C)C,-5,0.1,0,5,0,-7%,0,-5,0.3%
O=C(O)c1cccc(NC(=O)c2cn(-c3ccccc3)nc2-c2cccc(Br)c2)c1,6,0.2,2,-34,-6,-9%,-1,17,-1.4%
CC1(C)C(=O)C2(CCCC2)C(=O)OC1c1ccco1 (configuration not stated),0,0.6,1,-5,-14,?,2,2,2.0%
CC(=O)Nc1c(C(=O)O)oc2ccc(Cl)cc12,-6,0.2,-8,1,-6,-6%,3,-6,1.3%
C1CCCC(N2CCNCC2)CC1,8,0.4,7,-12,-6,2%,2,4,0.1%
CCc1c(-c2ccccc2)nc(N)c(C#N)c1-c1cccs1,-1,-0.5,7,-17,6,-15%,-1,-17,-2.4%
O=C(C1CCC(CNc2c(N3CCCC3)c(=O)c2=O)CC1)N1CCc2ccccc21 (configuration not stated),-3,-0.1,11,-6,-10,4%,4,-11,4.8%
CCOc1ccc(NS(=O)(=O)c2c(C(=O)N3CCCCCC3)c(C)n(C)c2C)cc1,8,0.1,-9,-10,-3,-8%,1,18,1.5%
Cc1cc(C)nc(SCCC(=O)Nc2ccccc2)n1,-4,0.4,.,-4,-6,-9%,4,-3,0.1%
CCOC(=O)N1CCC(NC(=O)c2ccc(OC)c(CN3CC(=O)N4CCCC4C3=O)c2)CC1 (configuration not stated),0,0.2,-2,-11,2,-7%,1,-1,2.3%
Cc1ccc2nsnc2c1NC(=O)c1cccc([N+](=O)[O-])c1,-3,-0.8,-6,.,2,-3%,0,6,-0.6%
C/C(=N/NC(=O)c1cccs1)c1ccc(NC(=O)COc2ccc(Cl)cc2Cl)cc1,-3,0.5,2,2,0,-11%,1,-18,0.5%
Cc1ccc(S(=O)(=O)CCC(=O)Nc2cccc(S(=O)(=O)N3CCCCCC3)c2)cc1,-4,0.2,-7,5,.,.,13,-5,1.5%
CCSc1nc2[nH]ncc2c(=O)[nH]1,1,-0.9,-3,4,3,-1%,1,-20,5.1%
O=C(O)c1ccccc1SCC(=O)N1CCc2ccccc21,-3,0.2,0,-8,-6,-13%,0,-10,1.0%
Cc1ccc(CNC(=O)COC(=O)c2ccc(S(=O)(=O)N3CCCCCC3)cc2)cc1,-8,0.0,-1,-10,-6,.,3,-7,-1.6%
Cc1cc(C(=O)Nc2ccccc2N2CCOCC2)c2ccccc2n1,-5,0.0,-1,-8,-8,9%,1,13,0.0%
O=C(CSc1nnnn1C1CCCC1)NCCc1ccccc1,5,0.4,-1,-8,1,-4%,0,2,0.0%
C=CCOc1ccccc1CN1CCC(C(=O)Nc2cccc(-c3ccn[nH]3)c2)CC1,1,2.1,-4,-9,-8,-9%,8,-2,0.2%
CCCCOC(=O)C1=C(C)NC(=O)NC1c1ccc(OC)cc1 (configuration not stated),29,0.3,8,4,6,5%,1,-12,-1.0%
Cc1ccc2[nH]cc(CCNC(=O)Nc3ccccc3)c2c1,0,0.8,17,-8,1,-15%,3,-11,0.1%
Cc1ccc(Nc2nc(C3CC3)cs2)cc1,-7,-0.3,7,.,-2,-15%,0,-23,-1.5%
CC(=O)Nc1ccc(NC(=O)COC(=O)c2ccco2)cc1,2,-0.8,11,1,-3,1%,2,5,0.0%
COc1ccccc1C(C)NS(=O)(=O)c1cccs1 (configuration not stated),-7,-0.1,-5,.,-3,?,0,-9,0.0%
CC(C)C(O)C1CCN(Cc2nc(Cc3ccccc3Cl)no2)CC1 (configuration not stated),5,-2.1,-1,4,-1,-8%,3,4,-0.5%
COC(=O)c1c(C)[nH]c(C(=O)COc2ccc3ccc(=O)oc3c2)c1C,10,0.7,-13,8,.,.,12,-4,0.1%
Cc1ccc(NC(=S)Nc2cc(C)on2)cc1,2,-3.5,5,-13,2,-9%,3,-18,-2.3%
CCCCn1c(SCc2cccc([N+](=O)[O-])c2)nc2ccsc2c1=O,-3,0.5,-3,.,-1,8%,7,-7,3.5%
CCc1ccccc1NC(=O)c1nnn(Cc2ccc(Cl)cc2)c1N,13,7.9,-4,-5,-1,?,56*,-2,-0.9%
CC(=O)N(c1nc(CCl)cs1)c1cccc(C)c1C,9,0.4,2,0,6,-7%,2,-10,0.7%
CC(OC(=O)c1ccccn1)C(=O)Nc1ccc(C(F)(F)F)cc1 (configuration not stated),1,0.6,-8,-1,2,.,4,-17,-3.1%
COc1ccccc1C(=O)COC(=O)CN1C(=O)c2ccccc2C1=O,-2,-0.3,2,-3,-1,-8%,4,16,1.5%
CCCCCCC1/C(=N\NC(=O)c2ccccc2)CCC1C(=O)OC (configuration not stated),-1,-1.4,5,3,2,-10%,0,-10,1.6%
CCC(=O)c1cc2c(cc1NC(=O)c1ccccc1)OCCO2,0,0.3,3,5,11,-16%,2,-3,0.8%
CCOC(=O)C1=C(N)n2c(s/c(=C/c3ccccc3)c2=O)=C(C(=O)OCC)C1c1ccccc1 (configuration not stated),15,-0.7,5,.,-1,-5%,9,20,-0.2%
O=C(CCc1ccc(S(=O)(=O)NCCc2ccccc2)cc1)Nc1ccc2c(c1)OCO2,5,-0.4,-3,25,-1,?,4,0,5.0%
O=C(CN1CCN(C(=O)CN2C(=O)NC3(CCCC3)C2=O)CC1)Nc1cccc(F)c1,-4,-0.3,11,-4,-3,.,4,-1,-1.0%
Cc1c(C)c2ccc(Oc3ccc([N+](=O)[O-])cc3C(F)(F)F)c(C)c2oc1=O,-1,0.4,-6,-1,-4,-16%,3,-33*,0.1%
Cc1ccc(C(=O)NN2C(=O)C3C4C=CC(C4)[C@@H]3C2=O)cc1 (some centres not stated),3,-0.4,.,-5,0,-2%,0,10,0.0%
Cc1c(Cl)cccc1NC(=S)NCc1ccc2c(c1)OCO2,-10,-0.2,2,10,-4,-15%,7,-19,-0.8%
O=C(O)Cc1ccc(NC(=O)c2ccc(Cl)c(Cl)c2)cc1,4,-0.3,-1,-1,6,-4%,3,-7,-1.5%
CCCn1cc(C(CC(=O)O)C(=O)O)c2ccccc21 (configuration not stated),8,0.0,-3,-8,-2,-8%,4,-2,-0.2%
COc1ccc(N(Cc2cc3ccc(C)cc3[nH]c2=O)C(C)=O)cc1,17,0.4,0,2,-5,-17%,4,-10,0.3%
O=C(CSc1nc2ccc(Cl)cc2[nH]1)c1cccs1,0,0.3,4,3,-6,-4%,2,17,1.1%
Clc1ccc(-c2nc3ncccn3c2Cl)cc1,2,-0.5,-1,4,-3,38%[activator],1,-23,4.1%
CCn1cc(C(=O)NCc2ccc(OC)cc2OC)c(=O)c2ccc(C)nc21,-5,-2.4,-2,.,-3,-20%,0,-6,9.8%
CC(OC(=O)C1CC(=O)N(Cc2ccccc2)C1)C(=O)Nc1ccccc1[N+](=O)[O-] (configuration not stated),-1,-0.1,3,3,6,.,1,3,1.5%
Cc1[nH]c2ccccc2c1C(=O)C(=O)N1CCN(c2ccccc2)CC1,1,1.3,-5,-19,-5,-13%,7,-1,0.0%
c1ccc(-c2nn3cnnc3c3ccccc23)cc1,3,-0.4,10,-1,-3,-16%,1,10,1.2%

# Reformatted with each value named: part of the list above.
compound: CCOC(=O)N1CCC(NC(=O)c2ccc(OC)c(CN3CC(=O)N4CCCC4C3=O)c2)CC1 (configuration not stated)
- TRHR enhancer: 0
- TRHR ag: 0.2
- D2 PAM: -2
- RXFP1 antag: -11
- D1 PAM: 2
- Anesthetic bind: -7%
- D1 agonist: 1
- D1 antagonist: -1
- RXFP1 agonist: 2.3%

compound: O=S(=O)(c1ccc(-c2cc(C(F)(F)F)on2)s1)N1CCN(c2cccc(Cl)c2)CC1
- TRHR enhancer: 8
- TRHR ag: -0.5
- D2 PAM: 6
- RXFP1 antag: -2
- D1 PAM: -4
- Anesthetic bind: 45%[activator]
- D1 agonist: 3
- D1 antagonist: -5
- RXFP1 agonist: -2.2%

compound: Cc1ccc(C(=O)NN2C(=O)C3C4C=CC(C4)[C@@H]3C2=O)cc1 (some centres not stated)
- TRHR enhancer: 3
- TRHR ag: -0.4
- D2 PAM: .
- RXFP1 antag: -5
- D1 PAM: 0
- Anesthetic bind: -2%
- D1 agonist: 0
- D1 antagonist: 10
- RXFP1 agonist: 0.0%
